# From PubChem BioAssay
# Vif-A3G inh: inhibitors of Vif-APOBEC3G interaction | AID 602310 | 410,000 compounds, 0.076% hits | Q9HC16 | HeLa A3G-eYFP + Vif (tagged APOBEC3G with the HIV-1 protein that degrades it), YFP fluorescence, overnight | Potency, µM (series often up to 46.1 µM), for inactives: top-dose activity, negative = active, hits mostly inhibitors;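 further: potency means the concentration at half of the fitted maximal effect; on the % scale 0 is the no-effect control and ±100 the full control effect; nearly all actives have a fitted effect of over 60% in size; hits raise eYFP signal because A3G escapes Vif-driven loss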
#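 Read-out is eYFP fluorescence (Ex 488/Em 500-530) from Vif-expressing HeLa A3G-eYFP cells; more signal means A3G escaped Vif-mediated degradation. Cells plated overnight, compound pinned in, incubated overnight at 37 deg C.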
# ERG-DNA inh: inhibitors of human ERG Ets domain-DNA interaction | fluorescence polarization, His-ERG Ets domain / labelled DNA | P11308 | AID 624246 | 370,000 compounds, 0.028% hits | Potency, µM (top dose mostly 76.9 µM), inactives show at the top dose FP activity, negative = inhibition, usual class: inhibitors; active means well fitted inhibition curve with a large enough effect in the polarisation, with a control signal flat; inconclusive means small, poorly fitted or top-dose-only effect, or effect the other way, or a change in a side signal; inactive means no such curve, though single readings can be large or run the other way; the % refers to the polarisation;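 further: polarization taken with two DNA probes labelled with fluorescein and Texas red; potency means the concentration at half of the fitted maximal effect; % of control where 0% means no effect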
# Target sequence (P11308 whole entry, looked up, the tested form may be a part): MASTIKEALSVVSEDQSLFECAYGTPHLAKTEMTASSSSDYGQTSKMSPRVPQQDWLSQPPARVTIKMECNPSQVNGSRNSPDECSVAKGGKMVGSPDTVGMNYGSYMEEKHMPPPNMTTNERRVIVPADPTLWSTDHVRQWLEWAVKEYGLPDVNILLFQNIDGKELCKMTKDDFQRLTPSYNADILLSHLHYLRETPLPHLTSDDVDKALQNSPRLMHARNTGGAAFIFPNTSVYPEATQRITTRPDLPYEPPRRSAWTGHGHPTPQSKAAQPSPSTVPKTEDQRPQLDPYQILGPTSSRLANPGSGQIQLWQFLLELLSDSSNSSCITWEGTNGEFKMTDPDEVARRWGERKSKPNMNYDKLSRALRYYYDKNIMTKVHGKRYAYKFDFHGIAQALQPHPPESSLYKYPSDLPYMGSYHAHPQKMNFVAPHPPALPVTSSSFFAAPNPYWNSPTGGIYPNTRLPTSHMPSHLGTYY
#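 His-tagged ERG Ets domain (1 uM in the protein solution; 300mM KCl, 50mM Tris-HCl, 1mM EDTA, 1mM DTT, pH 7.5) received compound, then a probe mix of 5 nM fluorescein-DNA and 100nM Texas-615-DNA. Fluorescence polarization was read for both dyes.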
# D2 antag: D2 dopamine receptor (human) antagonism. inhibition, % at 10 µM. AID 485344. 340,000 compounds, 2% hits. HEK293 TREx D2 cells, calcium flux, dopamine EC80; in the data active means inhibition above about 30%; further: 0% is about no effect
# Target sequence (P14416 whole entry, looked up): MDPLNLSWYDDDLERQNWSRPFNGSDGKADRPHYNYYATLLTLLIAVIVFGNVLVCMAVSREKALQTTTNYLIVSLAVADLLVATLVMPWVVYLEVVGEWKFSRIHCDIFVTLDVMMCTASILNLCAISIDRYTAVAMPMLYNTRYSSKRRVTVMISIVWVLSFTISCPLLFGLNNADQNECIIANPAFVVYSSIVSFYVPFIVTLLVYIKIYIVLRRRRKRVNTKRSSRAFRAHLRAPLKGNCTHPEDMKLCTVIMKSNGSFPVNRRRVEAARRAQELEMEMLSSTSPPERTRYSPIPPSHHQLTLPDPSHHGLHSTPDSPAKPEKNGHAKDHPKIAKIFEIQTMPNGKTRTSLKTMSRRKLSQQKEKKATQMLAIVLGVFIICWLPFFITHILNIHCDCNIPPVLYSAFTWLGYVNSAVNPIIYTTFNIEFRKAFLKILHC
#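 Cells plated overnight at 30 C with tetracycline; no-wash calcium dye, 30–90 min RT; 10 s baseline; compound pinned; 180 s read; EC80 dopamine added; another 180 s read.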
# GRP78 ERSR act: inducers of ER stress response in human glioma cells; U87-MG GRP78 promoter luciferase reporter, 16 h; Potency, µM, without a hit: top-dose activation, actives largely listed as activators; 420,000 compounds, 0.02% hits; AID 602332; further: potency means the concentration at half of the fitted maximal effect; series mostly up to about 76 µM; % of control where 0% means no effect; nearly all actives have a fitted effect of over 35% in size
#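 ERSR induction read as luciferase luminescence (Bright-Glo, 10 min at room temperature) in stably transfected human U87-MG glioma cells exposed to compounds for 16 h, using GRP78 as sensor.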
# 12-LOX inh: blocks human arachidonate 12S-lipoxygenase; P18054; purified 12hLO, xylenol orange hydroperoxide absorbance; Potency, µM (highest dose often 108 µM), inactives show at the highest dose activity change, negative = inhibition, hits mostly inhibitors; 580,000 compounds, 1.1% hits; AID 1671190; further: potency means the concentration at half of the fitted maximal effect; on the % scale 0 is the no-effect control and ±100 the full control effect
#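 Purified human 12hLO (150 nM final) in 25 mM Hepes, 0.01% Triton X-100, pH 7.0 was preincubated 15 min at room temperature with compound. Then 40 uM arachidonic acid was added, 30 min. Hydroperoxide was read by Fe-XO absorbance ratio 573/405 nm.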
# D2 ag: activates the human D2 dopamine receptor; HEK293 T-REx D2 cells, calcium flux agonist mode; AID 485358; P14416; activation, % at 2 µM; 340,000 compounds, 0.53% hits;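 active means activation over 3 SD above normal in the single-dose calcium agonist read, cut at about 30% in these data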; further: 0% is about no effect
#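 Agonism is scored from calcium flux in a force-coupled, inducible HEK293 cell line expressing D2, read kinetically for 180 s after compound addition against dopamine controls.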
# Vif-APOBEC3F blk: inhibitors of Vif-A3F interaction. HeLa A3F-eYFP + Vif (tagged APOBEC3F with the HIV-1 protein that degrades it), YFP fluorescence increase. Potency, µM (doses to about 46.1 µM), without a hit: at the top dose activity, negative = active. 390,000 compounds, 0.2% hits. AID 602313; further: potency means the concentration at half of the fitted maximal effect; % of control where 0% means no effect; nearly all actives have a fitted effect of over 65% in size
#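 HeLa cells stably expressing A3F-eYFP plus Vif, plated and incubated overnight at 37 deg C, then exposed to compounds overnight at 37 deg C. Blocked degradation read as raised yellow fluorescence (Ex 488/Em 500-530).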
# RGS4 inhibitor: inhibitors of human regulator of G protein signaling 4; Potency, µM (top dose mostly 114 µM), for the others: at the highest dose activity change, negative = inhibition, usual class: inhibitors; Transcreener GDP fluorescence polarization, RGS4-accelerated GTP hydrolysis; P49798; 390,000 compounds, 0.039% hits; AID 504845; further: potency means the concentration at half of the fitted maximal effect; on the % scale 0 is the no-effect control and ±100 the full control effect; nearly all actives have a fitted effect of over 75% in size; some results filed as inactive show a strong effect at the top dose
#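 MLSMR compounds (23 nl, pin-transferred) preincubated 10 min at room temperature with a 500nM (2x) first reagent, then RGS4 at 900nM (2x) plus Transcreener GDP mix added; fluorescence polarization (620/688 nm) read before and after 90 min at 30 °C.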
# LDHA inh: blocks human lactate dehydrogenase A; AID 1347041; P00338; 480,000 compounds, 0.15% hits; purified LDHA, NADH/diaphorase-resazurin fluorescence; hits give low values; activity change, % (values are at about 110 or 230 µM); in the data active means activity change below about -30%; inconclusive means mostly about -25% to -30%;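 further: plate controls were DMSO wells for no effect and wells without enzyme for full effect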
#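 Remaining NADH was detected by diaphorase (0.133 mg/mL) converting 37 µM resazurin to fluorescent resorufin, read at 0 and 20 minutes. The preceding 5-minute room-temperature reaction used 2 nM LDHA, 0.2 mM sodium pyruvate and 0.06 mM NADH at pH 7.4.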
# Active calls of the source: *; ? = inconclusive; nt = not tested or not shown; & = joins results of further samples; [ ] = another dose, or the depositor's remark. Unless noted, the call rests on the fitted dose curve; in most records, active means well fitted curve in the direction sought with a large enough effect; inconclusive means small, poorly fitted or top-dose-only effect, or another doubt; inactive means no such curve, though single readings can be large; an effect the other way counts as inactive or inconclusive. Some of the compounds tested; count on the stated rates, not on these rows.
SMILES	12-LOX inh	LDHA inh	RGS4 inhibitor	GRP78 ERSR act	D2 antag	Vif-APOBEC3F blk	D2 ag	Vif-A3G inh	ERG-DNA inh
O=C(Cn1cc(S(=O)(=O)c2ccc(F)cc2)c(=O)c2cc3c(cc21)OCO3)Nc1ccccc1	-10%	-2	23%	0%	nt	?	0.7	-7%	-6%
O=C(O)CCC(NC(=S)Nc1ccccc1)C(=O)O (stereo not drawn)	0%	-4	18%	-4%	0	-18%	1.8	-3%	6%
Cc1ccc(C(=O)Oc2ccc(N3C(=O)CCC3=O)c(C)c2)cc1	0%	-7	15%	-2%	-6	-1%	0.6	4%	-5%
CCOC(=O)[C@@H]1[C@H]2COc3ccccc3[C@@H]2N2C(=O)N(c3cccc(C)c3)C(=O)[C@@]12C	0%	-3	16%	-3%	nt	-9%	nt	5%	0%
COc1ccc(N2CCN(C(=O)CN3C(=O)NC4(CCCc5ccccc54)C3=O)CC2)cc1 (stereo not drawn)	?	-4	12%	5%	-9	6%	0.2	1%	0%
Cc1ccc(OC(C)C(=O)Nc2ccc(S(=O)(=O)Nc3cc(C)on3)cc2)cc1 (stereo not drawn)	14%	-5	-7%	-3%	13	0%	0.5	-6%	2%
Cc1cc(OCC(=O)Nc2ccncc2)ccc1Cl	8%	-8	-2%	4%	1	4%	1.0	0%	20%
CCCCn1nc(C(=O)NC2=NCCS2)c2ccccc2c1=O	25%	-4	-23%	-3%	29	-26%	-0.3	1%	-9%
COc1ccc(C2(CNC(=O)c3cc(OC)c(OC)c(OC)c3)CCCC2)cc1OC	-2%	0	-4%	2%	nt	7%	nt	-8%	-20%
COc1cccc(CNC(=S)NC2CCCC2)c1	-14%	0	-3%	2%	5	0%	0.3	0%	1%
COCC(=O)Nc1nc2n(n1)C(c1ccc(OC)cc1)CC(c1ccc(OC)cc1)N2 (stereo not drawn)	8%	-7	-16%	-4%	11	0%	0.8	4%	-3%
Nc1ccn([C@@H]2O[C@H](C(=O)N3CCN(c4ccc(Cl)cn4)CC3)[C@@H](O)[C@H]2O)c(=O)n1	20%	-7	nt	2%	nt	nt	nt	2%	nt
CC1=NN(c2ccc(Br)cc2)C(=O)/C1=C/c1cccs1	182%[activator]	2	6%	7%	1	-2%	0.4	4%	1%
CN1CCN(CC(=O)Nc2ccc([N+](=O)[O-])cc2Br)CC1	?	-6	1%	-2%	nt	15%	nt	2%	-3%
CC(C)CCN1C(=O)c2ccc(C(=O)NCc3ccco3)cc2C1=O	0%	-9	-25%	1%	-23	1%	-0.4	-8%	-1%
COC(=O)[C@@H](NC(=O)N1CCN(c2cccc(C(F)(F)F)c2)CC1)C(C)C	?	1	-26%	-3%	10	-1%	-1.6	6%	-4%
CSc1ncc(Cl)c(C(=O)Nc2nnc(SC)s2)n1	-28%	-6	-33%	-1%	nt	-9%	nt	-7%	-3%
O=C(CCn1c(=O)[nH]c2ccsc2c1=O)N1CCN(c2ccc([N+](=O)[O-])cc2)CC1	-30%	-1	-27%	-4%	11	-3%	-1.2	0%	4%
COc1cc(OC)cc(-c2c(-c3ccc(F)cc3)c3cc(-c4ccc5cc[nH]c5c4)ccc3n2C)c1	-7%	-12	-24%	?	4	-21%	-0.7	-18%	5%
COc1ccc2oc(=O)c(C(=O)OCc3ccccc3)cc2c1	5%	-2	?	9%	-6	11%	-2.1	-2%	-16%
CC1=NN(C(C#N)c2ccccc2C)C(C)(C)C1 (stereo not drawn)	15%	-4	2%	-1%	-1	-6%	-0.4	5%	-8%
CCOc1c2ccc(C(=O)NCc3ccc4c(c3)OCO4)cc2nn1CCOC	-8%	3	4%	-6%	5	0%	0.2	-1%	5%
COCCNC(=O)CN(Cc1ccc(Cl)cc1)S(C)(=O)=O	2%	-9	6%	-3%	4	-8%	0.1	2%	-4%
CCOC(=O)N1CCN(C(=O)CCCCn2c(=S)[nH]c3ccsc3c2=O)CC1	?	-2	-34%	-4%	11	-3%	-1.3	0%	2%
CCc1nc2ccc(C(=O)NCCc3c[nH]c4ccccc34)cn2c1N(C)Cc1nccn1C	2%	-6	nt	1%	nt	nt	nt	-3%	nt
CCCS(=O)(=O)NC(=O)C1(C)CCCN(C(=O)c2cccnc2Oc2ccccc2)C1 (stereo not drawn)	?	-9	nt	-1%	nt	nt	nt	-1%	nt
O=C(CS(=O)(=O)Cc1ccccc1)Nc1ccc(Cl)cn1	-24%	-8	10%	-2%	52*	2%	0.6	2%	-1%
O=C(CS(=O)(=O)c1cn(CC(=O)N2CCCC2)c2ccccc12)Nc1ccccc1	0%	-6	-9%	-1%	10	-21%	0.1	1%	-2%
Cc1cc(C)nc(NC(=O)NS(=O)(=O)N2CCCCCC2)n1	10%	-7	8%	-1%	8	2%	0.1	2%	-15%
COc1cc(NS(=O)(=O)c2ccc(NC(=O)c3ccc(OC)c(Br)c3)cc2)nc(OC)n1	?	-50*	6%	9%	nt	0%	nt	-5%	-7%

# Continuation.
SMILES	12-LOX inh	LDHA inh	RGS4 inhibitor	GRP78 ERSR act	D2 antag	Vif-APOBEC3F blk	D2 ag	Vif-A3G inh	ERG-DNA inh
CCC(C)N(C(=O)COC(=O)c1ccc(=O)n(Cc2ccccc2)n1)C1CCS(=O)(=O)C1 (stereo not drawn)	1%	-10	8%	-4%	23	2%	1.0	0%	7%
CCOc1ccc(NC(=O)CSc2nnc3scc(-c4ccc(Cl)cc4)n23)cc1	?	0	-6%	nt	nt	nt	-1.8	nt	1%
Cc1ccc(-n2c(=O)c3c(cnn3C)n(CC(=O)Nc3c(C)cccc3C)c2=O)cc1	-23%	-9	21%	-2%	nt	-7%	0.7	-7%	3%
C=CCNC(=O)COC(=O)CNC(=O)c1cc(Cl)cc([N+](=O)[O-])c1	-29%	-8	14%	-3%	5	2%	2.6	1%	0%
CC(C)(C)CC(C)(C)c1ccc(OCC(=O)Nc2ccc(S(=O)(=O)Nc3ncccn3)cc2)cc1	-24%	-6	12%	0%	nt	-2%	-1.8	1%	0%
CN1C[C@@H]2[C@@H]3C(=O)N(Cc4ccccc4)C(=O)[C@@H]3[C@](C)(C1=O)N2C(=O)c1ccc(C(F)(F)F)cc1	-12%	6	-15%	-3%	nt	1%	nt	-4%	-2%
CC(C)Cn1[nH]c2c3c(ccc2c1=O)C(=O)c1ccccc1C3=O	nt	18	-11%	-3%	4	-13%	1.2	-6%	7%
CCn1c2ccccc2c(=O)c2ccccc21	?	-12	-15%	-2%	nt	13%	nt	8%	-1%
CCCCN1CC(COc2ccccc2)Oc2cccc(F)c2S1(=O)=O (stereo not drawn)	5%	-1	-1%	-1%	nt	10%	nt	2%	1%
O=C(CCCc1c[nH]c2ccccc12)Nc1ccc(S(=O)(=O)Nc2ncccn2)cc1	2%	-8	-13%	-1%	-4	0%	-0.3	-3%	17%
Cc1c(NS(=O)(=O)c2cc(C(=O)NCc3cccnc3)cc(Cl)c2Cl)c(=O)n(-c2ccccc2)n1C	2%	0	0%	-1%	-9	9%	0.3	2%	-6%
Cc1cc(OCC(=O)N2CCCCCC2)ccc1[N+](=O)[O-]	-4%	2	-7%	2%	-4	3%	-0.4	0%	8%
CCc1cc2c(NCC3CCCO3)ncnc2s1 (stereo not drawn)	?	3	9%	-3%	-3	17%	0.1	0%	1%
Cc1csc(SCC(=O)NC2CCCC2)n1	0%	-7	4%	3%	0	3%	0.7	1%	-2%
O=C1CCc2cc(S(=O)(=O)Nc3ccccc3)cc3c2N1CCC3	15%	-7	1%	0%	1	-21%	0.2	-7%	3%
COC(=O)c1cc(-c2c(C)oc3cc(OC(C)C)ccc3c2=O)c(C)o1	-28%&-18%	-2&-5	-13%	-3%	5	-6%	-0.2	0%	nt
Cc1cnc(C(=O)Nc2nnc(SCc3c(Cl)cccc3Cl)s2)cn1	-1%	-4	-31%	1%	8	-13%	0.7	2%	7%
CN1C(c2ccc(F)cc2)=CS/C1=C(/C#N)c1nnc2n1-c1ccccc1SC2	-3%	-7	-51%	0%	nt	5%	nt	1%	1%
Cc1ccc(N2C(=O)C3C4C=CC(CNC(=S)Nc5ccc(F)cc5)(O4)C3C2=O)cc1 (stereo not drawn)	?	-3	?	0%	7	-16%	-1.9	1%	7%
N#Cc1c(NC(=S)NC(=O)C2CCCC2)sc2c1CCCCC2	?	-2	?	4%	-6	-4%	-0.2	0%	0%
Cc1ccc(CN(C)C(=O)c2cc(S(=O)(=O)N3CCOCC3)ccc2F)o1	-6%	-5	-23%	-2%	nt	-10%	nt	-1%	nt
O=C1Nc2ccc(F)cc2C12SCCS2	9%	-6	0%	1%	16	0%	-0.2	3%	-2%
O=C(CCc1nnc(CCCCc2ccccc2)o1)NCc1cc(F)ccc1F	4%	-8	12%	0%	3	-11%	0.0	0%	-1%
COc1ccc(Cn2nnnc2C(CC(C)C)N2CCC(C(N)=O)CC2)cc1 (stereo not drawn)	-1%	1	4%	-2%	0	3%	0.0	-4%	1%
Cc1c(Cl)cccc1-c1ccc(C(=O)Nc2ccc3oc(-c4cccnc4)nc3c2)o1	?	3	?	0%	nt	0%	-0.8	-1%	-2%
Cc1ccc(-c2nnc(Nc3ccc(C(=O)N(C)C)cc3)c3ccccc23)cc1S(=O)(=O)NCC1CCCO1 (stereo not drawn)	-10%	-1	-23%	4%	-9	-18%	-1.0	-8%	-4%
